# GLP1R inv ag = qHTS of GLP-1 Receptor Inverse Agonists (Inhibition Mode); Glucagon-like peptide 1 receptor (Homo sapiens), P43220; HEK293 GLP-1R CRE-luciferase, luminescence, 24 h; GLP-1R form is constitutively active; Potency, µM (doses to about 38.3 µM), inactives show at the top dose activity change, negative = inhibition, most hits filed as inhibitors; actives 1.6% (n = 410,000); note: potency is the fitted concentration of half-maximal effect; % is set by controls: 0 for no effect and ±100 for the full control effect; nearly all actives have a fitted effect of over 55% in size
#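 Assay principle: reduced luminescence from a cAMP-responsive reporter in HEK293 cells co-expressing a constitutively active GLP-1R. Conditions: 24 hr compound incubation, 37 deg C, 5% CO2.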
# PI5P4Ka inh = qHTS for Inhibitors of phosphatidylinositol 5-phosphate 4-kinase (PI5P4K) | Phosphatidylinositol 5-phosphate 4-kinase type-2 alpha (Homo sapiens), P48426 | PI5P4Kalpha enzyme, ADP-Glo luminescence, 60 min; hits give low values | max response, % | actives 1.2% (n = 330,000); active = max response of -50% or lower; inconclusive = between -30% and -50%; inactive = -30% or higher; note: value at the top dose of about 77 µM; % is set by controls: 0 for no effect and ±100 for the full control effect
#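 ADP-Glo luminescence end-point read after a 60 min room-temperature kinase reaction of PI5P4Kalpha plus substrate, initiated with ATP at 5 microM final. Buffer: 0.038 M HEPES pH 7.4, EGTA, 0.1% CHAPS, 5% DMSO.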
# WRN helicase inh = qHTS for Inhibitors of WRN Helicase | Bifunctional 3'-5' exonuclease/ATP-dependent helicase WRN (Homo sapiens), Q14191 | actives 0.46% (n = 360,000) | Potency, µM (series often up to 114 µM), without a hit: at the highest dose activity change, negative = inhibition, actives largely listed as inhibitors | WRN helicase unwinding, fluorescent forked duplex, kinetic; note: potency is the fitted concentration of half-maximal effect; % is set by controls: 0 for no effect and ±100 for the full control effect; nearly all actives have a fitted effect of over 55% in size
#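 Screening of the MLSMR collection measured strand separation of a quenched forked DNA duplex (100 nM) by 20 nM WRN with 2 mM ATP, all final. Compounds were preincubated with enzyme 15 min at room temperature.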
# DRD3 antagonist = qHTS of D3 Dopamine Receptor Antagonist: qHTS; D3R cells, DiscoveRx beta-arrestin luminescence, antagonist mode; hits give low values; actives 2.5% (n = 360,000); max response, negative = inhibition, %; D(3) dopamine receptor (Homo sapiens), P35462; in the data active = max response below about -50%; inconclusive = no clear call, values can overlap the other calls; note: % is set by controls: 0 for no effect and ±100 for the full control effect; mostly tested at two doses, the higher about 12 µM
# Target sequence (P35462 whole entry, looked up): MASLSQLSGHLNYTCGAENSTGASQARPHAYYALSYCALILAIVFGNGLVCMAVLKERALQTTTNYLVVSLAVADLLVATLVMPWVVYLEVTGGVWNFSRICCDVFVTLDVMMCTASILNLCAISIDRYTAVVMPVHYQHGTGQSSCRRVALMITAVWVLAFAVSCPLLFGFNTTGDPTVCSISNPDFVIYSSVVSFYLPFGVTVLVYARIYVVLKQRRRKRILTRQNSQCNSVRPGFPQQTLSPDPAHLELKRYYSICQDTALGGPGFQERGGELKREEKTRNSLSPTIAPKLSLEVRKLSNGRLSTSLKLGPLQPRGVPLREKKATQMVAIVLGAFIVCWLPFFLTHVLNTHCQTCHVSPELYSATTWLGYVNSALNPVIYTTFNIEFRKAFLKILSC
#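 Cells expressing the human receptor were seeded at 1500 cells/well, incubated overnight at 37 degrees C in 5% CO2, then exposed to library compounds with dopamine controls for 90 minutes at 37 degrees C before luminescent detection.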
# IL2 activator = qHTS of IL-2 Activators; IL-2 activation reporter assay, cell-based qHTS; stimulated with anti-CD3/CD4/CD28 beads; in transgenic mouse T cells; activation, % (series mostly up to about 46 µM); actives 0.065% (n = 360,000); AID 652025, 2013; in the data active = activation above about 50%; inconclusive = mostly about 30% to 49%; note: 0% is about no effect
#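 Quantitative HTS in unstimulated transgenic mouse T cells, with memory T cells as non-tolerant control and PMA/ionomycin as tolerance-bypass control. Compound pretreatment lasted 60 minutes before 18 h bead stimulation; EGFP/DsRed fluorescence read.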
# PLK1 PBD block = qHTS for Inhibitors of PLK1-PDB (polo-like kinase 1 - polo-box domain): Primary Screen. Potency, µM, without a hit: max response, negative = inhibition, actives largely listed as inhibitors. AID 720504, 2013. actives 2.8% (n = 360,000). Plk1 PBD binding of FITC phosphopeptide, fluorescence polarization; note: potency is the fitted concentration of half-maximal effect; series mostly up to about 57 µM; % is set by controls: 0 for no effect and ±100 for the full control effect; nearly all actives have a fitted effect of over 65% in size
# Target sequence (P53350 whole entry, looked up, the tested form may be a part): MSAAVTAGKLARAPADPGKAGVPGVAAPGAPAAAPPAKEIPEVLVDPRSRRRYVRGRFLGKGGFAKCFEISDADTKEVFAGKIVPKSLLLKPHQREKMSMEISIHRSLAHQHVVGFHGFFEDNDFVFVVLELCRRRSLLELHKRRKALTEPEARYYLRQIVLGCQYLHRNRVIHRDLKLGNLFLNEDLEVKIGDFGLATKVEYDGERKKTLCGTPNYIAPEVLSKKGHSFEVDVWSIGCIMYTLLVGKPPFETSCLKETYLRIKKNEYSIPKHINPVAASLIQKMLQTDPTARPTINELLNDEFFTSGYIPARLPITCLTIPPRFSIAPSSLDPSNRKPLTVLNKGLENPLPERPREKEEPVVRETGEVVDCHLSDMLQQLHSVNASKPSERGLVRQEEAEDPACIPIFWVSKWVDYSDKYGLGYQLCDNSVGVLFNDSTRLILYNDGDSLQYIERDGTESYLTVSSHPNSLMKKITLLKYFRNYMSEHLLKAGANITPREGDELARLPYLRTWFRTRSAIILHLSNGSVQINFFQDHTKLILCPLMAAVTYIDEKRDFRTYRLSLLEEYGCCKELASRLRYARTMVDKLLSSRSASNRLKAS
# GLP1R cytotox = qHTS of GLP-1 Receptor Inverse Agonists: Cytotox Screen. HEK293 cAMP-luciferase reporter cells, luminescence, 24 h. Potency, µM (doses to about 38.3 µM), for the others: at the highest dose activity change, negative = inhibition, actives largely listed as inhibitors. actives 0.13% (n = 410,000). AID 624418, 2012;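 note: loss of luciferase light is scored as toxicity; potency is the fitted concentration of half-maximal effect; % is set by controls: 0 for no effect and ±100 for the full control effect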
#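 MLSMR compounds, 24 hr on cells at 37 deg C/5% CO2; luminescence after luciferase reagent (12 min RT). Inhibition counted as the undesired cytotoxic outcome.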
# GLP-1R agonist = qHTS of GLP-1 Receptor Agonists | Potency, µM (highest dose often 45.6 µM), without a hit: at the highest dose activation, usual class: activators | HEK293 GLP-1R CRE-luciferase, luminescence, 4-6 h; cells express a hypersensitive GLP-1R form | actives 0.007% (n = 380,000) | Glucagon-like peptide 1 receptor (Homo sapiens), P43220; note: potency is the fitted concentration of half-maximal effect; % of control where 0% means no effect
# D3 ag = qHTS of D3 Dopamine Receptor Agonist: qHTS; D(3) dopamine receptor (Homo sapiens), P35462; D3R DiscoveRx beta-arrestin cells, luminescence, 90 min; max activation, %; actives 0.58% (n = 410,000); AID 652048, 2013; in the data active = max activation above about 30%; note: 0% is about no effect; mostly tested at two doses, the higher about 12 µM
#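 Agonist mode: compounds and dopamine controls were applied to plated cells for 90 min at 37 degrees C after an overnight attachment at 1500 cells/well. Luminescent read-out followed 30 - 60 minutes at room temperature with DiscoveRx detection reagent.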
# Numbers without * were called inactive; ? = inconclusive; . = no result given; [ ] = remark or other dose. Unless noted, calls come from the whole dose curve; as a rule, active = well fitted curve in the direction sought with a large enough effect; inconclusive = small, poorly fitted or top-dose-only effect, or another doubt; inactive = no such curve, though single readings can be large; an effect the other way counts as inactive or inconclusive.
SMILES,GLP1R inv ag,PI5P4Ka inh,WRN helicase inh,DRD3 antagonist,IL2 activator,PLK1 PBD block,GLP1R cytotox,GLP-1R agonist,D3 ag
COc1ccc2c(CC(=O)Nc3nc(C)cs3)coc2c1,21.0%[7.66 µM],-2.8,-3.4%,9.2,-0.4,0.1%,-3.9%[7.66 µM],0.0%,0.0
Cc1ccc2[nH]c3c(c2c1)CN(C(=O)CN1CCCc2ccccc21)CC3,?,-10.2,-10.2%,-25.5,-4.2,-12.8%,-6.9%,-11.8%,-4.4
CCOC(=O)C(/C(N)=N/C(=O)Nc1ccccc1)=C(\C)O,0.0%,.,0.1%,-2.0,-0.2,-3.9%,9.7%,-8.9%,-4.9
Nn1cc(-c2ccccc2)nc1SCC(=O)N1CCN(S(=O)(=O)c2ccc(Cl)cc2)CC1,2.0%,.,-2.6%,19.1,-1.5,-8.6%,2.7%,-10.7%,-1.9
O=C(COC(=O)c1ccccc1NCCO)NCCc1ccccc1,8.0%,-0.2,-7.0%,-5.6,0.6,-9.3%,-9.3%,15.1%,-6.0
CCOC(=O)C1CCCN(c2ccc(NC(=O)c3snc4c(=O)[nH]cnc34)cc2)C1 (configuration not stated),41.0%[activator],-4.7,-8.0%,-17.4,-1.5,-10.9%,?,-2.4%,-0.8
COc1cc(NC(=O)CNc2ccc(Cl)c(S(=O)(=O)N3CCOCC3)c2)cc(OC)c1,-15.9%,-2.6,-2.7%,7.2,0.7,-4.8%,-2.8%,0.3%,1.5
Cc1ccccc1C(=O)NC1CCN(C(=O)N(c2ccccc2)c2ccccc2)CC1,-5.9%,4.5,6.1%,20.8,0.5,-9.1%,-22.8%,-2.9%,1.8
CC(=O)Nc1ccc(C(=O)OC2CCCCC2=O)cc1 (configuration not stated),8.8%,-2.4,5.5%,-2.2,-1.4,-10.5%,-1.1%,2.5%,-0.1
COc1ccccc1NC(=O)N(C)C[C@@H]1OCc2ccccc2-c2c(n(C)c3ccccc23)C(=O)N([C@H](C)CO)C[C@@H]1C,?,-1.4,-1.2%,-19.2,-2.5,3.5%,-17.1%,-2.5%,5.5
CSC1=NCCN1C(=O)c1c(-c2ccccc2Cl)noc1C,5.5%,0.6,-1.7%,0.0,-1.4,-28.0%,0.3%,-1.4%,10.9
Cc1ccc(CNC(=O)C2CCC(=O)N(C3CC3)C2)cc1 (configuration not stated),20.8%,0.4,-4.6%,0.3,-0.8,2.1%,7.0%,-4.3%,-0.7
Cc1ccc(NS(=O)(=O)c2ccc3c(c2)NC(=O)CCS3)c(C)c1,?,-4.3,2.9%,22.1,-0.3,-17.0%,-12.6%,-4.0%,2.4
Cc1ccc(-c2nc(N)nc(N)n2)c(C)c1,9.3%,-3.8,-4.8%,26.6,0.2,3.0%,-1.2%,-0.1%,3.1
O=C(CSc1ccc2c(c1)OCCO2)Nc1ccc(N2CCOCC2)cc1,-10.7%,10.4,-6.6%,-25.0,1.0,?,-2.4%,5.9%,-7.6
COc1ccc(C(=O)NC(=S)N2CC(C)OC(C)C2)cc1OC (configuration not stated),7.3%,0.4,-16.9%,-21.2,-1.6,-9.9%,?,25.0%,2.8
COc1ccc(CCNC(=O)Nc2ccc3c(c2)c(=O)n(C)n3Cc2ccc(Cl)cc2)cc1OC,?,-13.9,-7.3%,18.4,-0.7,-12.5%,7.8%,6.4%,2.5
CCOC(=O)[C@]12CCCC=C1N(Cc1ccccc1)C(=O)[C@H](CC(=O)NCCCOC)C2,21.4%,-56.9*,6.0%,0.0,0.6,-18.1%,0.4%,.,6.6
CN1C(=O)C(CC(=O)Nc2ccc(F)cc2)N(Cc2ccco2)C1=S (configuration not stated),-19.4%,?,-33.0%,-9.9,1.3,?,11.6%,6.6%,-2.2
COCCN(CCOC)c1nc(-c2ccccc2)nc2ccccc12,?,8.5,-4.8%,30.8,-0.8,-0.1%,-31.2%,-5.8%,-1.1
C/C(=N\Nc1ccccn1)c1ccc(C(C)C)cc1,?,25.4,-4.4%,-7.7,-4.1,-8.4%,?,12.7%,7.6
COCCn1cnc2c1c(=O)n(Cc1c(F)cccc1Cl)c(=O)n2Cc1ccccc1,?,-2.2,-0.5%,-5.0,2.0,-12.9%,-2.0%,?,-6.9
CCOC(=O)N/N=C\c1ccc(C)s1,29.3%,-3.0,-1.2%,-7.1,-0.4,-14.1%,1.3%,0.8%,9.2
CC1=CS(=O)(=O)CC1Sc1nc(C)n[nH]1 (configuration not stated),8.5%,-0.3,7.2%,-8.3,-0.6,-11.1%,1.9%,-5.0%,-1.0

# Of the compounds above, these contain an aryl thioether with sulfur outside any ring:
SMILES,GLP1R inv ag,PI5P4Ka inh,WRN helicase inh,DRD3 antagonist,IL2 activator,PLK1 PBD block,GLP1R cytotox,GLP-1R agonist,D3 ag
Nn1cc(-c2ccccc2)nc1SCC(=O)N1CCN(S(=O)(=O)c2ccc(Cl)cc2)CC1,2.0%,.,-2.6%,19.1,-1.5,-8.6%,2.7%,-10.7%,-1.9
O=C(CSc1ccc2c(c1)OCCO2)Nc1ccc(N2CCOCC2)cc1,-10.7%,10.4,-6.6%,-25.0,1.0,?,-2.4%,5.9%,-7.6
CC1=CS(=O)(=O)CC1Sc1nc(C)n[nH]1 (configuration not stated),8.5%,-0.3,7.2%,-8.3,-0.6,-11.1%,1.9%,-5.0%,-1.0

# (more compounds)
SMILES,GLP1R inv ag,PI5P4Ka inh,WRN helicase inh,DRD3 antagonist,IL2 activator,PLK1 PBD block,GLP1R cytotox,GLP-1R agonist,D3 ag
Cc1ccc(SCCNS(C)(=O)=O)cc1,9.4%,2.3,6.9%,6.6,1.0,-7.9%,-0.4%,4.9%,0.3
O=C([C@@H]1CC=C[C@@H]2CCN(C3CCCCC3)C(=O)[C@@H]21)N1CCN(c2ccccc2)CC1,6.0%,-2.3,-0.7%,10.6,0.4,0.5%,-0.2%,-4.9%,-1.1
O=C(Nc1ccc(Cl)c([N+](=O)[O-])c1)C(NCCCO)c1ccccc1 (configuration not stated),-10.7%,-6.8,-6.9%,-19.5,0.6,-8.3%,16.7%,6.3%,4.6
CN(C(=O)Cn1cnc2ccccc2c1=O)C1CCS(=O)(=O)C1 (configuration not stated),3.0%,10.5,-7.0%,0.0,-3.0,1.1%,9.4%,-2.6%,1.7
Cc1cccc(N(CC(=O)NCCSCc2ccco2)S(=O)(=O)c2ccccc2)c1,?,-12.7,-25.9%,2.3,-1.4,-5.1%,-11.2%,3.1%,1.3
CCC(C)(C)NC(=O)c1cccc(NC(=O)C(C)C)c1,-4.0%,-8.7,-24.5%,-9.3,-0.2,21.2µM*,2.9%,6.1%,1.4
O=C(NCc1ccco1)[C@@H]1CCCN1C(=O)c1cccs1,13.5%,-3.5,-3.8%,-5.0,0.1,-6.4%,16.5%,-5.3%,-2.5
O=C(NC1CC1)[C@@H]1CSC2c3ccccc3C(=O)N21 (some centres not stated),1.7%,-2.2,-3.4%,15.8,-0.6,-21.1%,-47.3%,0.0%,3.2
Cc1csc(=Nc2ccccc2)n1Cc1ccco1,?,1.3,1.6%,2.3,-0.6,?,2.3%,19.5%,4.0
O=C(c1ccccc1)C1(c2ccccc2)OC1c1ccccc1 (configuration not stated),?,2.2,-5.3%,5.3,-0.4,-8.9%,2.8%,7.9%,8.6
CCc1nnc(NC(=O)CN2CC(C)OC(C)C2)s1 (configuration not stated),5.0%,0.8,6.6%,-24.1,0.6,-4.1%,0.7%,5.6%,-5.2
COc1cccc(C(c2nnnn2Cc2ccco2)N2CCN(Cc3ccccc3)CC2)c1OC (configuration not stated),-17.9%,-3.0,1.4%,-6.2,-0.2,8.4%,-1.6%,2.9%,-6.7
O=C(Nc1cc(Sc2ccccn2)cc([N+](=O)[O-])c1)c1cccc(Cl)c1,?,3.4,-8.8%,5.9,-2.8,-0.9%,-19.9%,8.2%,-3.6
Cc1cc(F)ccc1C(O)c1ncc(-c2ccc(Cl)cc2)[nH]1 (configuration not stated),?,8.5,-4.8%,-1.9,0.7,-2.8%,-6.4%,11.5%,7.8
CCC(C)NC(=O)C1CC(c2cccc(OC)c2)=NO1 (configuration not stated),34.3%[activator],.,-6.1%,7.6,0.1,-16.0%,7.7%,-18.3%,-5.1
CCc1nc2ccccc2c(C(=O)OCC(=O)NC2CCCC2)c1C,?,-2.5,-12.3%,25.1,-0.6,3.5%,-4.2%,26.8%,-2.1
Cc1ccccc1C(=O)NC(=S)Nc1ccccc1C(F)(F)F,-20.6%,2.3,-9.8%,15.7,-0.6,-11.1%,-6.7%,-3.5%,0.1
CCCc1[nH]nc2c1C1(CCOC1C)C(C#N)=C(N)O2 (configuration not stated),6.6%,-4.6,1.5%,0.6,-0.6,-8.8%,-1.4%,-11.0%,4.8
Cc1cc(CN2CCCC(CNC(=O)c3ccc(F)cc3)C2)cc(C)c1O (configuration not stated),1.0%,-1.0,-10.1%,-7.9,-0.5,-11.5%,0.7%,-5.9%,-8.6
N#CC(C(=O)NC1CC1)c1nc2ccccc2nc1N1CCCC1 (configuration not stated),14.3%,6.4,-35.7%,-8.5,1.0,?,273.7%[activator],-1.9%,2.8
CCCCCC(=O)Nc1ccc(S(=O)(=O)Nc2nccnc2OC)cc1,21.6%,-3.8,-1.0%,-14.2,1.2,-7.5%,6.9%,-0.3%,-1.6
COc1cc2c(cc1OC)-c1cc(N3CCc4ccccc43)nc(=O)n1CC2,85.4%[activator],-3.0,-15.2%,5.8,0.1,-5.8%,-2.9%,?,2.1
CCOc1cc(N2CCOCC2)c(OCC)cc1NC(=O)Cc1ccccc1OC,-11.4%,-5.7,-10.7%,-4.3,-1.1,0.6%,-20.2%,14.7%,-1.0
